Screening data (PubChem BioAssay)
UBC13 polyUb: UBC13 polyubiquitin chain formation inhibitors, primary screen, biochemical, TR-FRET, uHTS; 330,000 compounds, 0.47% hits; AID 485273, 2010; inhibition, % at 20 µM; Ubiquitin-conjugating enzyme E2 N (Homo sapiens), P61088; in the data active = inhibition above about 45%, passing the limit was not always enough
CCR6 antag: CCR6 receptor antagonists, primary screen, cell-based, CHO-K1, luminescence, beta-arrestin, uHTS; 340,000 compounds, 0.49% hits; inhibition, % at 20 µM; CHO-K1 CCR6 PathHunter beta-arrestin, CCL20-stimulated; AID 493098, 2011; C-C chemokine receptor type 6 (Homo sapiens), P51684;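 active = compounds whose inhibition of the agonist-driven luminescence signal at 20 µM reaches about 50%, limit read from the data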;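 also: cells stimulated with CCL20 at 14 nM final; plate controls were DMSO with CCL20 for no effect and DMSO without agonist for full effect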
Target sequence (P51684 whole entry, looked up): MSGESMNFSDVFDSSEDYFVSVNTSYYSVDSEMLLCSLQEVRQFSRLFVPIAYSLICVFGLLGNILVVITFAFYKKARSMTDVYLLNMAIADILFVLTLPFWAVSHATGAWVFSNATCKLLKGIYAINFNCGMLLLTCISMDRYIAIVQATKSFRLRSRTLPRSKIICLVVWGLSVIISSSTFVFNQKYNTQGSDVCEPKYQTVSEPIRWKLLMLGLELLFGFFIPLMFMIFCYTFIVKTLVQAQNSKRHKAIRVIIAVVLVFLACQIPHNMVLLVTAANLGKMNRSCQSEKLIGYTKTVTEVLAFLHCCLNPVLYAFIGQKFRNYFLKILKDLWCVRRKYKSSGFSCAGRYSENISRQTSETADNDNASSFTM
697 NFkB inh: inhibitors of PMA/ionomycin-induced NF-kB reporter, 697 cells, primary screen, B-cell NF-kB inhibitor project, cell-based, luminescence, uHTS. 697 B-cell NF-kB luciferase reporter, 16 h. inhibition, % at 4 µM. 330,000 compounds, 0.33% hits; in the data active = inhibition above about 35%
EBI2 block: EBI2 receptor antagonists, beta-arrestin recruitment, primary screen, cell-based, luminescence, 7a,25-OHC stimulation, uHTS. G-protein coupled receptor 183 (Homo sapiens), P32249. 7a,25-OHC stimulated. inhibition, % at 5 µM. 360,000 compounds, 0.81% hits. AID 651636, 2012; in the data active = inhibition above about 38%;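 also: enzyme fragment complementation signal reports receptor beta-arrestin coupling in cells; 0% = agonist plus DMSO wells and 100% = wells without agonist; some results beyond the cut were filed as inactive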
Target sequence (P32249 whole entry, looked up, the tested form may be a part): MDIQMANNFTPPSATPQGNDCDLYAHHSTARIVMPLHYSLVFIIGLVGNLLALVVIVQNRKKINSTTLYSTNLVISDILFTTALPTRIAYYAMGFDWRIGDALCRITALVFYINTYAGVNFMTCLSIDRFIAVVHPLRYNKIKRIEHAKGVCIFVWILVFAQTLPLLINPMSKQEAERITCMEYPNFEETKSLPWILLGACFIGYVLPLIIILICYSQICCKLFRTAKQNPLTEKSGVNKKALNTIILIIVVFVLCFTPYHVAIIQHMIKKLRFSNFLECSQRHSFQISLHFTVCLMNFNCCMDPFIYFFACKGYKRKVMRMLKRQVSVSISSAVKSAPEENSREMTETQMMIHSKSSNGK
Gli-Sufu block: Gli-Sufu pathway antagonists, primary screen, luciferase luminescence, Sufu-KO-LIGHT cells, uHTS; Sufu-KO-LIGHT fibroblasts, Gli luciferase reporter luminescence; inhibition, % at 5 µM; 340,000 compounds, 0.74% hits; AID 588413, 2011;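 active = inhibition above about 55%, limit read from the data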;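 also: 0% = DMSO-treated cells and 100% = wells with medium but no cells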
Apaf1 inhib: inhibitors of human Apaf-1 apoptosome, primary screen, biochemical, DEVD-Rh110 fluorescence, uHTS | Apoptotic protease-activating factor 1 (Homo sapiens), O14727 | reconstituted apoptosome caspase-3 activity | inhibition, % at 20 µM | 330,000 compounds, 0.71% hits; active = inhibition of at least 40% at 20 µM;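 also: plate controls were DMSO wells for no effect and DEVD-CHO caspase inhibitor wells for full effect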
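Material: reconstituted apoptosome with Apaf-1, cytochrome c, caspase-9, procaspase-3, dATP; medium: pH 7.5 Hepes buffer with CHAPS, BSA, DTT; also added: cytochrome c and DEVD-Rh110 substrate; timing: 30 min plus 50 min, RT; signal: Rh110 fluorescence intensity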
SENP8 inh: SENP8 protease inhibitors, primary screen, biochemical, luminescence; Sentrin-specific protease 8 (Homo sapiens), Q96LD8; purified SENP8, Z-RLRGG-aminoluciferin cleavage; inhibition, % at 10 µM; 330,000 compounds, 1.2% hits; AID 2540, 2010
Target sequence (Q96LD8 whole entry, looked up): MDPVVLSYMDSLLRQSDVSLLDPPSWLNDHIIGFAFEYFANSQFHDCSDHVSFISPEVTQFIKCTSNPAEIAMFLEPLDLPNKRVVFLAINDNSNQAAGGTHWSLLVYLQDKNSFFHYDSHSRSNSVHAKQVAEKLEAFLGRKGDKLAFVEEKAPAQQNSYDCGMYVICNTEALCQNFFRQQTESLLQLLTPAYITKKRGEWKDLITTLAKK
Jurkat NFkB inh: inhibitors of induced NF-kB luciferase reporter, primary screen, TCR NF-kB activation inhibitor project, cell-based, luminescence, uHTS. inhibition, % at 4 µM. AID 435003, 2010. 330,000 compounds, 0.53% hits. Jurkat, PMA/ionomycin-induced NF-kB luciferase reporter
Active calls of the source: *; . = not tested or not shown. Rule as the data show it, unless noted: active = inhibition above about 50%; inactive = the rest.

SMILES	UBC13 polyUb	CCR6 antag	697 NFkB inh	EBI2 block	Gli-Sufu block	Apaf1 inhib	SENP8 inh	Jurkat NFkB inh
O=C(Nc1ccccc1)c1ccc2nc(-c3ccco3)c(-c3ccco3)nc2c1	-19	27	6	8	2	60*	19	1
O=C(Nc1ccc2c(c1)OCCO2)c1cccnc1Oc1ccc(Cl)cc1	0	18	-6	1	9	11	-3	-1
CCOC(=O)C1C(=O)Nc2nc(C)nn2C1c1ccccc1 (centres undefined)	-2	-1	-3	-4	-6	-10	-9	-5
CC(OC(=O)c1ccc(Br)o1)C(=O)Nc1ccc2c(c1)OCCO2 (centres undefined)	1	-1	9	2	3	-1	-3	5
CCOc1cc(CNCCN2CCOCC2)ccc1OCc1ccccc1Cl	18	13	-6	-2	6	-21	-7	6
O=C1C(C2=NC(C(=O)O)C3C(=O)N(c4ccccc4)C(=O)C23)=C(O)c2ccccc21 (centres undefined)	-31	-2	-1	-15	-5	1	-6	-16
O=C(CC(c1ccccc1)c1ccccc1)NCCO	8	6	19	-3	17	6	3	1
Clc1ccccc1OCCCCN1CCNCC1	-13	3	-35	-7	38	-5	-7	-19
Cc1ccc(-c2ccccc2)n1-c1cccc(C(=O)O)c1	-3	11	-80	-2	-10	-5	3	-14
CC1CN(CCOc2ccccc2[N+](=O)[O-])CC(C)O1 (centres undefined)	-19	2	4	1	25	-2	-6	0
COc1ccc(Nc2ccc(N3C(=O)CC(C)C3=O)cc2[N+](=O)[O-])cc1OC (centres undefined)	-79	15	27	4	2	4	-2	8
O=C(NCCCn1ccnc1)C1CC(c2ccccc2Cl)=NO1 (centres undefined)	13	0	-2	-3	-4	-7	-2	-7
O=C(OCc1nnc(-c2ccccc2)o1)c1ccc(-n2cnnn2)cc1	-3	9	1	3	-19	0	-1	-18
COc1ccc(OCC(=O)Nc2ccc3c(c2)CCC3)cc1	0	0	-26	-1	-5	19	-6	-8
COc1ccc(-n2c(SCC(=O)O)nc3sc4c(c3c2=O)CCCC4)cc1	-2	8	6	6	10	10	-5	-10
O=C(CN1CCCCCC1)NC(c1ccccc1)c1ccccc1	-3	8	-28	-1	2	7	9	-12
CC1CCCC(C)N1C(=O)C1CC(c2ccc(F)cc2)=NO1 (centres undefined)	4	-12	-17	-7	-6	-18	-13	-12
COc1cccc(COC(=O)CCNC(=O)c2ccc(Br)cc2)c1OC	-1	9	0	-1	-6	8	-8	4
COc1ccc(NC(=O)c2cc(C)cc(C)c2)cc1S(=O)(=O)N1CCCCC1	12	7	16	-2	-2	12	-6	11
CN(Cc1ccccc1)C(=O)CCC1CCN(C(=O)c2ccccc2C(F)(F)F)CC1	-4	17	-8	2	14	-4	-10	2
Cc1ccccc1C(=O)NNC(=S)NC(=O)COc1ccccc1	1	34	4	8	-1	-10	-14	-12
Cc1cccc(Oc2ccc(NC(=O)c3ccccc3C(=O)O)cc2)c1	-1	-2	-26	-6	3	10	-2	-15
CC(=O)Nc1ccc(S(=O)(=O)NC(CC(=O)O)c2ccc(C)cc2)cc1 (centres undefined)	19	6	10	-11	0	-25	1	0
Cc1cc(C)n(-c2nc3c(c(=O)[nH]c(=O)n3C)n2Cc2ccccc2)n1	0	5	4	0	12	1	-10	-4
Cc1ccc(C)c(OCCC(=O)NNC(=O)c2ccncc2)c1	-4	4	-8	-3	-2	3	-10	-2
Following part.
SMILES	UBC13 polyUb	CCR6 antag	697 NFkB inh	EBI2 block	Gli-Sufu block	Apaf1 inhib	SENP8 inh	Jurkat NFkB inh
O=C(c1ccc(Cl)s1)N(Cc1nnc(-c2ccccc2Cl)o1)C1CC1	1	13	-25	6	-19	14	-1	-18
COc1ccc(C2CC3(CC(C)(C)NC(=S)N3)Oc3cc(O)cc(C)c32)cc1OC (centres undefined)	-12	-8	-34	12	4	1	-4	-18
NS(=O)(=O)c1ccc(CCNC(=O)C2COc3ccccc3O2)cc1 (centres undefined)	-4	5	-32	-10	44	4	0	-12
Cc1ccc2cc(C3CC(c4ccco4)=NN3S(C)(=O)=O)c(Cl)nc2c1 (centres undefined)	0	1	-11	9	3	7	2	4
CCOC(=O)C1=C(c2ccccc2)NC(=S)NC1C (centres undefined)	-15	10	-25	-2	-2	3	2	6
CCOC(=O)c1ccc[n+](C(C)C(=O)c2ccc(-c3ccccc3)cc2)c1 (centres undefined)	5	-5	8	-20	-7	6	-12	4
COc1ccc(Nc2cc(C)nc(NCc3ccccc3)n2)cc1	34	10	-18	6	36	13	-2	35
CNC(=O)COC(=O)c1cc(=O)[nH]c2ccccc12	3	-4	12	4	1	6	-7	-4
COc1ccc(-c2nc(NC(=O)CSc3nnc4ccccn34)ns2)cc1	11	-14	-40	.	22	9	-1	-12
Cc1ccc(S(=O)(=O)N2CCOCC2)cc1NC(=O)CN1C(=O)CN(C)C1=O	-1	-1	-3	-6	-6	-9	-11	-7
O=C(C1CCN(S(=O)(=O)c2ccccc2)CC1)N1CCC1	5	-2	14	-1	2	-10	-2	-3
C=C1CCN(C(C)C(=O)O)S(=O)(=O)c2ccccc21 (centres undefined)	-5	-12	14	-3	5	0	-5	1
CC(C)c1cccc(OCCCCN(C)C)c1	-3	9	-19	1	6	1	-11	-23
O=C(O)C1C2C=CC3(CN(Cc4ccncc4)C(=O)C13)O2 (centres undefined)	2	5	16	8	4	3	5	-10
O=C(Oc1cccnc1)c1cc(S(=O)(=O)N2CCCCC2)ccc1Cl	6	16	1	-52	0	12	-12	2
CS(=O)(=O)c1ccc(-c2sc3ccccc3c2C#CCCO)cc1	45	-1	-28	-1	14	27	-4	0
CCCn1c(SCC(=O)Nc2ccccc2C(=O)OC)nc2c1c(=O)n(C)c(=O)n2C	-17	-3	-26	9	6	21	-7	2
CCn1cc(C(=O)OCC(=O)N(C)C2CCS(=O)(=O)C2)c(=O)c2ccc(C)nc21 (centres undefined)	-7	-11	25	-5	23	7	-4	0
COc1ccc(CC(=O)N[C@@H](CCSC)c2nc3ccccc3[nH]2)cc1	7	7	16	-3	5	-1	0	11
O=C(NC1CCCCCC1)c1c(O)c2ccccc2[nH]c1=O	-6	7	-126	-8	7	-3	2	-76
COc1ccc(-c2nn3c(-c4cccc(C)c4)nnc3s2)cc1OC	18	-2	-13	12	4	20	-11	-4
CCc1ccc2[nH]c(=O)c(C(c3nnnn3CCOC)N3CCN(c4ccccc4F)CC3)cc2c1 (centres undefined)	0	-8	21	1	0	3	-2	-10
COc1ccc(NC(=O)c2cc(=O)[nH]c3ccccc23)cc1	-4	9	3	-10	-4	5	-13	-8
CCOc1ccccc1/C=C/c1onc(C)c1S(=O)(=O)N1CCC(C(=O)NC(C)(C)C)CC1	-14	7	-12	-9	-3	9	-12	-6
CCN(C(C)=O)c1ccc(Oc2nc(OC)cc(OC)n2)cc1	-3	-6	3	0	-10	-2	-1	4
New compounds follow
SMILES	UBC13 polyUb	CCR6 antag	697 NFkB inh	EBI2 block	Gli-Sufu block	Apaf1 inhib	SENP8 inh	Jurkat NFkB inh
CCC(CO)Oc1cc(NCc2ccc(C(C)(C)C)cc2)c2ncn(C(C)C)c2c1 (centres undefined)	19	15	-13	0	58*	28	1	10
CC(C)(C)c1ccc(C(=O)Nn2c(CCC(=O)O)ccc2-c2cccs2)cc1	-8	4	-4	-8	2	11	-1	-16
O=C1CC(N2CCN(c3ccccc3O)CC2)C(=O)N1Cc1ccccc1 (centres undefined)	0	-1	0	-20	-9	4	-4	5
Cc1cccc(C(=O)NCC(=O)N2CCN(c3ccccn3)CC2)c1	5	4	-4	-6	-5	-1	2	0
Cc1cccc(OCC(=O)O/N=C(\N)c2ccccn2)c1	2	0	-59	-19	-54	-5	-11	-45
Cc1ccc(C(=O)O)cc1-n1c(=O)n(Cc2ccccc2)c(=O)c2[nH]cnc21	6	5	6	-1	1	0	1	0
COc1ccc(-n2c(C)cc(C(=O)CSc3nn4c(=O)c(C(C)(C)C)nnc4s3)c2C)cc1	-28	-8	-16	3	-1	13	-4	-4
CCOc1cc(/C=C2/NC(=O)N(CC(=O)Nc3cccc(C)c3)C2=O)ccc1OCC(N)=O	1	11	11	4	5	9	-8	-25
Cc1cccc2sc(NNC(=O)c3cc(=O)c4ccccc4o3)nc12	-61	17	-16	-2	6	12	96*	-3
Clc1cccc(-c2nnc(-c3ccno3)o2)c1	3	-6	1	-13	40	2	-6	-3
CC(NC(=O)c1cc([N+](=O)[O-])cc([N+](=O)[O-])c1)C1CC2CCC1C2 (centres undefined)	-12	-16	-8	-5	-12	20	-6	-5
O=C(CN1C(=O)NC2(CCCCCC2)C1=O)c1ccccc1	-16	13	-12	5	0	4	1	7
Cc1ccccc1NC(=O)N1CCC(NC(=O)C2CCCCC2)CC1	2	7	13	1	19	2	-3	-5
Cc1[nH]c2ccccc2c1C(=O)C(=O)N1CCCc2ccccc21	2	0	9	-16	5	4	3	18
CC(C)n1c(CSCc2ccc(Cl)cc2Cl)n[nH]c1=S	5	16	-8	-7	7	16	-16	-4
CN(C1CCS(=O)(=O)C1)S(=O)(=O)c1cccs1 (centres undefined)	-1	7	9	-4	-6	-1	6	15
CC(=O)Nc1nnc(SCC(=O)N2CCc3ccccc32)s1	-2	4	14	-7	2	2	0	3
CC(=O)Oc1ccc(/C=C2/C(=O)N(c3ccccc3)N=C2C)cc1	-58	2	-1	1	10	91*	4	1
COc1ccc(C)cc1S(=O)(=O)NC1CC1	-9	-3	-16	3	7	-3	-9	-17
O=C(NNC(=S)Nc1ccccc1C(F)(F)F)C1CC1	2	4	-9	2	2	-6	-1	7
O=[N+]([O-])c1ccccc1CN1CCN(S(=O)(=O)Cc2ccccc2)CC1	-3	0	-23	11	-3	7	-7	-7

An excerpt from above in order of molar mass, high to low.
SMILES	UBC13 polyUb	CCR6 antag	697 NFkB inh	EBI2 block	Gli-Sufu block	Apaf1 inhib	SENP8 inh	Jurkat NFkB inh
CCC(CO)Oc1cc(NCc2ccc(C(C)(C)C)cc2)c2ncn(C(C)C)c2c1 (centres undefined)	19	15	-13	0	58*	28	1	10
O=C1C(C2=NC(C(=O)O)C3C(=O)N(c4ccccc4)C(=O)C23)=C(O)c2ccccc21 (centres undefined)	-31	-2	-1	-15	-5	1	-6	-16
Cc1ccc2cc(C3CC(c4ccco4)=NN3S(C)(=O)=O)c(Cl)nc2c1 (centres undefined)	0	1	-11	9	3	7	2	4
COc1ccc(Nc2ccc(N3C(=O)CC(C)C3=O)cc2[N+](=O)[O-])cc1OC (centres undefined)	-79	15	27	4	2	4	-2	8
O=C(Nc1ccccc1)c1ccc2nc(-c3ccco3)c(-c3ccco3)nc2c1	-19	27	6	8	2	60*	19	1
CC(C)n1c(CSCc2ccc(Cl)cc2Cl)n[nH]c1=S	5	16	-8	-7	7	16	-16	-4
CC(NC(=O)c1cc([N+](=O)[O-])cc([N+](=O)[O-])c1)C1CC2CCC1C2 (centres undefined)	-12	-16	-8	-5	-12	20	-6	-5
COc1ccc(Nc2cc(C)nc(NCc3ccccc3)n2)cc1	34	10	-18	6	36	13	-2	35
O=C(NC1CCCCCC1)c1c(O)c2ccccc2[nH]c1=O	-6	7	-126	-8	7	-3	2	-76
CN(C1CCS(=O)(=O)C1)S(=O)(=O)c1cccs1 (centres undefined)	-1	7	9	-4	-6	-1	6	15
CNC(=O)COC(=O)c1cc(=O)[nH]c2ccccc12	3	-4	12	4	1	6	-7	-4
Clc1cccc(-c2nnc(-c3ccno3)o2)c1	3	-6	1	-13	40	2	-6	-3
CC(C)c1cccc(OCCCCN(C)C)c1	-3	9	-19	1	6	1	-11	-23

The list is partial (hit frequency here may not be typical).
